# Screening data from PubChem.
# Yp Topo-I inh = Yersinia pestis topoisomerase I inhibitors, primary screen, biochemical, cleavage product accumulation, plate reader, single point; Y. pestis Topo-I cleavage product accumulation; activity, % at 10 µM; 360,000 compounds, 0.064% hits; AID 504884, 2011; in the data active means activity above about 50%, passing the limit was not always enough; further: inactives centre near 2
# PrPC surface inh = inhibitors of human cell surface prion protein PrPC, primary screen, cell-based, TR-FRET. inhibition, % at 13.8 µM. AID 720596, 2013. 370,000 compounds, 0.43% hits. Major prion protein (Homo sapiens), P04156. TR-FRET read-out; in the data active means inhibition above about 24%; further: 0% = median of the test wells and 100% = reference compound wells
# 3CLpro inhibitor = SARS-CoV 3CLpro protease inhibitors, primary screen, biochemical, quenched FRET | AID 1706, 2009 | recombinant SARS-CoV 3CLpro, quenched FRET peptide cleavage | 290,000 compounds, 0.14% hits | inhibition, % at 6 µM | Replicase polyprotein 1ab (Severe acute respiratory syndrome coronavirus), P0C6X7; in the data active means inhibition above about 12%
# VHR inh abs = VHR1 phosphatase inhibitors, primary screen, biochemical, absorbance, uHTS; Dual specificity protein phosphatase 3 (Homo sapiens), P51452; recombinant VHR phosphatase, pNPP absorbance; inhibition, % at 13.3 µM; 290,000 compounds, 0.52% hits; AID 1654, 2009; in the data active means inhibition above about 50%; further: some compounds called inactive have numbers as strong as hits
# Target sequence (P51452 whole entry, looked up): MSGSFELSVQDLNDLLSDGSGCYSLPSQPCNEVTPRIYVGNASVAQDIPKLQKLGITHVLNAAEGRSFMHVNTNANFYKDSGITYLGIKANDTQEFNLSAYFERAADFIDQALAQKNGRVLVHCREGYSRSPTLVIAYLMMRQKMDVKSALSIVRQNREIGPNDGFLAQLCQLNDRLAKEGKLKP
# TcdB inh = TcdB glycohydrolase inhibitors, primary screen, biochemical, single point, plate reader. Toxin B (Clostridioides difficile), P18177. 350,000 compounds, 0.24% hits. TcdB glycohydrolase enzymatic assay. AID 652162, 2013. inhibition, % at 9.99 µM; in the data active means inhibition above about 10%
# PriA SSB inh = inhibitors of Klebsiella pneumoniae PriA binding to SSB C-terminal tail, primary screen, biochemical, AlphaScreen. PriA–SSB C-terminal tail interaction (Klebsiella pneumoniae). AlphaScreen SSBct-PriA binding, biotinylated peptide. inhibition, % at 33 µM. 430,000 compounds, 0.6% hits. AID 1272365, 2023; in the data active means inhibition mostly above about 37%, no sharp cut-off; inactive means mostly below about 20%;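 further: plate controls were negative control peptide for no effect and reference peptide for full effect; strong numbers were not always called active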
# MazEF act = activators of E. coli MazEF toxin-antitoxin RNase, primary screen, biochemical, fluorescence, uHTS | Endoribonuclease toxin MazF (Escherichia coli (strain K12)), P0AE70 | FAM/BHQ RNA-DNA oligo cleavage fluorescence, 5 h | activation, % at 20 µM | 350,000 compounds, 0.32% hits; in the data active means activation above about 50%
# Target sequence (P0AE70 whole entry, looked up): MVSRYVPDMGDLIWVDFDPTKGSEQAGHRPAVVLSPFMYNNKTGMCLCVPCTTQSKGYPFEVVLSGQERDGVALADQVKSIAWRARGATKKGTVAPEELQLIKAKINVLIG
# Rv3671c protease = Rv3671c serine protease inhibitors, primary screen, biochemical, fluorescence polarization, M. tuberculosis H37Rv. AID 2606, 2010. P9WHR9. 320,000 compounds, 0.048% hits. inhibition, % at 5.96 µM; in the data active means inhibition above about 38%;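 further: extracellular domain of Rv3671c used as enzyme; 0% = enzyme with DMSO and 100% = no enzyme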
# Target sequence (P9WHR9 whole entry, looked up, the tested form may be a part): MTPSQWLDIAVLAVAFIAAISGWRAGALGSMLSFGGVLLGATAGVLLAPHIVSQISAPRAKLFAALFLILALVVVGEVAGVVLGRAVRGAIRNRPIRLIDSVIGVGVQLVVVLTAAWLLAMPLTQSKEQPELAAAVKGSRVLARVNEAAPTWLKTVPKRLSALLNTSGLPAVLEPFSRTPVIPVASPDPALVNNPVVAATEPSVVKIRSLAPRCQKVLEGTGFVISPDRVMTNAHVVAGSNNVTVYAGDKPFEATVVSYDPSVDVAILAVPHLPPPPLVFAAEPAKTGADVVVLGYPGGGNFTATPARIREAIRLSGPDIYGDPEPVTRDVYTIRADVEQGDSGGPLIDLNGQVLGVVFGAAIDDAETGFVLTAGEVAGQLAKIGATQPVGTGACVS
# Vc quorum ag = inducers of Vibrio cholerae quorum light production without autoinducers, primary screen, BH1578 luxS cqsA deficient, single point. V. cholerae BH1578 lux reporter, luminescence, 6 h. activation, % at 18.7 µM. 350,000 compounds, 0.16% hits; in the data active means activation mostly above about 9.7%, no sharp cut-off; further: not every result past the cut was called active; inactives centre near 0; reference of the scale not given here
# CCHFV vOTU inh = CCHFV vOTU protease inhibitors, primary screen, biochemical, Pep-AMC substrate, fluorescence; inhibition, % at 11.5 µM; 370,000 compounds, 0.55% hits; in the data active means inhibition above about 30%; further: 0% = vehicle wells with enzyme and 100% = no enzyme wells
# An asterisk follows results filed as active; i = inactive; . = no result given; & = joins results of further samples. Some of the compounds tested; count on the stated rates, not on these rows.
SMILES,Yp Topo-I inh,PrPC surface inh,3CLpro inhibitor,VHR inh abs,TcdB inh,PriA SSB inh,MazEF act,Rv3671c protease,Vc quorum ag,CCHFV vOTU inh
Cc1ccc(C(=O)NC(=S)Nc2ccc(CN3CCOCC3)cc2)cc1,7.1,7.9,0.3,10.5,-2.6,-16.4,-0.1,-1.4,0.2,8.5
Cc1cc(-c2n[nH]c(=S)n2-c2ccc(C)c(C)c2)no1,-9.1,-8.8,2.6,36.0,.,14.0,-4.0,-1.7,0.1,-1.7
CC(=O)N1CCN(c2ccc(NC(=O)c3ccc(Cl)c(Cl)c3)cc2)CC1,22.0,-1.9,-1.6,15.6,0.0,3.9,8.9,3.2,i,24.5
O=C(NN=Cc1cc(Cl)ccc1[N+](=O)[O-])c1ccco1,-1.7,-42.3,.,.,-0.2,3.4,10.3,.,1.2,-9.5
O=C(O)c1cccc(CSc2nc(-c3ccc(Cl)cc3)cc(C(F)(F)F)n2)c1,11.9,-2.4,4.6,1.5,.,-12.1,-9.7,-45.3,i,10.2
Cc1ccccc1CN1CCNC1=O,-4.1,-2.9,0.9,-2.0,.,3.6,9.0,-3.7,i,-6.8
O=c1c2ccccc2ncn1-c1ccc([N+](=O)[O-])cc1Cl,-6.1,-34.4,1.9,-7.9,1.6,-14.9,3.4,10.6,-0.9,1.2
COc1cccc(CNCCc2ccc3c(c2)OCO3)c1OC,6.2,-11.4,-4.3,66.4,2.6,-9.1,12.7,1.9,-0.7,-9.8
O=C(O)c1ccccc1C(=O)Nc1ccccn1,6.0,1.6,0.3,11.9,.,-13.3,0.3,-5.9,-7.1,8.5
CC1=NN(C(=O)COc2ccccc2)C(O)(c2ccccc2)C1 (configuration not stated),1.3,4.9,2.7,-4.7,.,1.9,1.3,9.4,3.8,3.2
COc1ccc(CCNC(=O)c2cc(-c3ccc4c(c3)OCO4)on2)cc1OC,-5.6,.,-2.3,11.3,0.4,9.2,-3.8,-3.1,i,.
O=C(c1ccc2c(c1)OCCO2)N1CCN(c2ccccn2)CC1,12.4,-1.6,-5.9,29.6,0.6,-7.1,3.6,-2.3,i,-1.0
COC(=O)C(C)Sc1nc2c(cnn2-c2ccc(C)cc2)c(=O)[nH]1 (configuration not stated),2.2,8.8,-3.8,6.0,.,1.9,1.4,-31.7,7.1,14.2
COc1ccc(CCN(C(=O)C(F)(F)F)C(C(=O)NC2CCCCC2)c2ccc(C)s2)cc1OC (configuration not stated),5.2,-5.4,-3.2,19.9,.,-8.0,-0.8,0.6,i,16.3
CCC(C(=O)Nc1cccc(C(=O)O)c1C)c1ccccc1 (configuration not stated),10.2,-5.3,-4.7,20.8,0.1,-5.7,6.3,-4.1,-0.3,-4.3
N#CC(=C(O)c1ccc(S(=O)(=O)N(CCCl)CCCl)cc1)c1nc2ccccc2[nH]1,-2.5,-10.1,.,.,2.1,.,5.5,.,-1.1,14.8
Cn1c(SCc2ccc(Cl)cc2Cl)nc(C(F)(F)F)cc1=O,-0.8,4.0,1.9,20.9,.,-3.2,-17.2,0.7,i,-16.4
CCCCNS(=O)(=O)c1cccc(NC(=O)[C@@H]2O[C@H](CO)[C@@H](O)[C@H]2O)c1,2.1,0.9,.,.,0.0,.,.,.,0.9,-10.8
O=C(CSc1nc2ccccc2c(=O)[nH]1)N1CCN(c2ccccc2)CC1,3.8,-2.8,0.0,6.2,-0.7,0.3,-6.3,-2.6,0.6,-8.1
CCOC(=O)C1CCN(Cc2ccc(O)c3ncccc23)CC1,5.3,-2.7,-6.9,22.6,.,93.6*,5.1,2.5,1.7,-3.7
CNc1cncc(-c2ccc(OC)cc2)n1,4.7,-7.0,.,.,0.2,.,.,.,-0.9,-213.0
O=C(NCC1CCCO1)c1cccc(S(=O)(=O)Nc2ccc(SC(F)F)cc2)c1 (configuration not stated),-0.4,2.5,.,.,0.7,-7.0,1.6,1.5,i,2.8
NC(=O)c1ncn([C@@H]2O[C@H](CNC(=O)[C@H](N)CSCc3ccccc3)[C@@H](O)[C@H]2O)n1,3.4,9.6,.,.,1.5,-10.3,0.2,.,-0.5,8.6
Cc1cc(C)cc(C(=O)OCC(=O)N2CCCCCC2)c1,-0.2,0.4,.,.,4.1,-7.2,5.1,1.6,i,-10.1
N#CC1=C(N)C2=CCCC[C@H]2[C@H](c2cccc(F)c2)C1(C#N)C#N,4.7,2.8,-3.5,2.9,-4.3,-7.3,-11.8,-6.5,4.9,0.1
C[C@H](NC(=O)c1nc[nH]c1C(=O)NC1CCN(C(=O)OC(C)(C)C)CC1)C(=O)OC(C)(C)C,19.2,2.4,6.5,-4.1,1.4,-8.4,-6.8,2.7,i,1.4
CCOC(=O)C1CCN(S(=O)(=O)c2ccc3c4c(cccc24)C(=O)N3)CC1,-0.8,.,5.5,12.8,.,-2.4,2.5,0.5,-0.4,.
COc1ccccc1NC(=S)N1CCC(C(=O)c2ccc(F)cc2)CC1,6.6,0.9,5.6,22.3,0.3,-4.5,10.7,5.3,0.2,-7.7
Cc1cc(C)c(/C=N/NC(=O)c2nnn(-c3nonc3N)c2COc2ccc(F)cc2)c(C)c1,-9.9,-3.9,1.4,-2.7,1.5,i,-11.5,-54.3,0.4,3.5
COc1ncccc1C(=O)NCC(CC(=O)O)c1ccccc1 (configuration not stated),13.3,-4.4,-1.8,31.6,.,-8.3,0.1,-0.1,-1.8,-5.6

# Only Yp Topo-I inh, MazEF act and 3CLpro inhibitor (three entries from above):
SMILES | Yp Topo-I inh | MazEF act | 3CLpro inhibitor
O=C(NCC1CCCO1)c1cccc(S(=O)(=O)Nc2ccc(SC(F)F)cc2)c1 (configuration not stated) | -0.4 | 1.6 | .
Cc1cc(C)cc(C(=O)OCC(=O)N2CCCCCC2)c1 | -0.2 | 5.1 | .
CNc1cncc(-c2ccc(OC)cc2)n1 | 4.7 | . | .

# Next records
SMILES,Yp Topo-I inh,PrPC surface inh,3CLpro inhibitor,VHR inh abs,TcdB inh,PriA SSB inh,MazEF act,Rv3671c protease,Vc quorum ag,CCHFV vOTU inh
O=C(N1CCC(n2nc(-c3ccccc3)oc2=O)CC1)C1(c2ccc(Cl)cc2)CC1,34.5,.,-3.0,11.4,.,-2.4,-4.1,5.2,i,.
CN1C(=O)C(CCC(=O)O)NC1=S (configuration not stated),4.5,3.1,-3.7,4.3,2.4,-12.5,1.4,11.1,i,-11.6
O=C(Nc1nnc(-c2ccccc2Cl)o1)c1ccc(S(=O)(=O)N2CCCCCC2)cc1,.,.,5.0,21.3,.,-0.4,4.0,-9.9,.,.
Cc1cc(/C=N/NC(=O)c2ccsc2)c(C)n1-c1cnccn1,-5.0,7.2,-0.1,-2.8,-0.8,.,0.7,-7.9,i,9.0
CNC(C)C#Cc1ccc2oc3cccc(OC)c3c(=O)c2c1 (configuration not stated),-0.9,1.1,-3.7,9.5,1.4,13.9,3.1,4.1,i,-28.0
COc1cc(/C=N\NC(=O)c2ccc(-c3ccccc3)cc2)ccc1OCC(N)=O,-6.4,-3.1,-5.5,1.6,0.5,.,-74.7,.,i,-3.1
O=C(NCc1cccnc1)c1cc2nc(-c3ccc4c(c3)OCO4)cc(C(F)(F)F)n2n1,4.7,-1.0,2.0,10.6,0.4,-7.9,5.7,0.1,-0.8,-6.1
CN1C(=O)CC(N2CCN(CC(=O)N3CCCC3)CC2)C1=O (configuration not stated),1.0,-4.6,-4.0,40.1,.,-2.6,6.4,2.8,i,3.5
COc1ccc(OC)c(S(=O)(=O)NC(=O)C2(C)CCN2C(=O)C2(c3ccc(Cl)cc3)CC2)c1 (configuration not stated),-4.2,4.2,.,.,0.8,.,.,.,0.3,11.6
O=C(CSc1nnc(CNC(=O)c2cccs2)o1)Nc1ccc(F)cc1F,-5.3,-2.8,-6.4,39.4,1.1,-8.3,10.2,8.1,-0.3,-2.3
Cc1c(CCC(=O)O)c(=O)oc2cc(OCc3cccc(Cl)c3)ccc12,-0.2,-3.1,7.9,35.6,0.9,-14.3,-8.6,-4.7,i,-47.8
O=C(NCc1nnnn1-c1ccc(F)c(F)c1)C(=O)c1c[nH]c2ccccc12,1.5,-3.0,.,.,1.8,3.0&1.0,4.4,-4.8,i,-2.5
CCNC(=S)NCc1ccc2c(c1)OCO2,-2.1,-0.6,1.2,40.0,.,-5.2,4.1,3.2,-0.3,-0.9
CC(=O)N(Cc1ccccc1C)c1cccc(C)c1C,13.8,-6.4,6.0,24.7,-0.4,-3.4,0.3,1.6,i,-12.6
CCN(CC)CCCN(CC(=O)N(C)Cc1ccccc1)C(=O)c1ccc([N+](=O)[O-])cc1,-2.2,-22.7,2.7,-17.9,1.0,-11.8,7.7,3.6,i,-6.5
COc1ccc(NC(=O)C(CCSC)NC(N)=O)cc1Cl (configuration not stated),-3.8,5.3,-3.5,26.2,0.9,2.3,-6.2,-2.0,-2.9,-10.6
CCOC(=O)C1CCN(S(=O)(=O)c2ccc3[nH]c(=O)ccc3c2)CC1,3.6,-4.1,-0.8,-14.2,5.0,-16.5,10.7,-5.2,i,5.4
O=c1cc(-c2ccc(O)cc2)oc2c(-c3c(O)cc(O)c4c(=O)cc(-c5ccc(O)cc5)oc34)c(O)cc(O)c12,-25.6,-7.2,.,.,-1.0,-8.2,4.2,-9.5,-0.6,20.0
Nc1cc2[nH]c(=O)c3ccccc3c2cc1Br,12.1,5.8,.,.,1.4,-13.5,1.6,.,.,-6.6
CCOc1ccc(C)cc1S(=O)(=O)n1ccc(C)n1,0.7,-3.0,-3.2,3.5,.,-9.4,-4.7,0.6,-0.7,6.2
CCN(CC)C(=O)COn1c(SCC(=O)N(CC)CC)nc2ccccc2c1=O,-3.3,-3.1,-3.8,-2.1,.,-16.6,-8.3,-3.1,-1.3,-5.7
CCc1ccc(CNC(=O)c2nn(C)c3c2CS(=O)(=O)c2ccccc2-3)cc1,31.6,5.4,3.0,9.1,0.0,-15.5,0.3,1.3,-0.1,-4.9
CCOc1ccc(C(=O)N2CCCC(c3nc(-c4ccc(C)o4)no3)C2)cc1 (configuration not stated),22.8,-2.9,3.3,-11.2,1.1,-8.6,3.0,3.3,-5.6,0.0
CC(C)(C)c1ccc(C(=O)NC(=S)NNC(=O)c2cccs2)cc1,4.8,-3.1,-0.9,-11.3,.,22.4,3.3,-1.0,0.1,5.4
Cc1cc(C)c(NC(=O)CSc2nnc(SCC(=O)Nc3c(C)cc(C)cc3C)n2N)c(C)c1,8.5,-0.2,0.0,11.9,.,-13.7,5.2,4.2,-0.1,15.4
COc1ccc(NC(=O)CNS(=O)(=O)c2ccc3nc(C)sc3c2)c(OC)c1,0.1,-0.3,-0.8,14.3,.,1.1,9.9,5.6,i,-15.0
CCOc1cccc(/C=N/NC(=O)c2cccnc2)c1O,7.2,2.8,-4.8,51.5*,-8.5,.,1.1,2.7,i,-7.8
CCC(=O)Nc1nc(C)c(-c2csc(Nc3ccc(C(=O)O)cc3)n2)s1,9.8,-0.9,2.7,-10.0,0.4,0.4,4.1,.,-7.7,-3.9
O=C(C[C@@H]1C[C@H]2c3cc(NC(=O)c4cccnc4)ccc3O[C@H]2[C@H](CO)O1)NCc1ccc(Oc2ccccc2)cc1,29.7,-3.5,.,.,-0.6,.,-7.7,.,i,13.4
